Source: PubChem BioAssay (National Center for Advancing Translational Sciences (NCATS))
RGS4 inh: Inhibitors of Regulator of G Protein Signaling (RGS) 4: qHTS | Regulator of G-protein signaling 4 (Homo sapiens), P49798 | Transcreener GDP fluorescence polarization, RGS4-accelerated GTP hydrolysis | Potency, µM (series often up to 114 µM), without a hit: top-dose activity change, negative = inhibition, hits mostly inhibitors | actives 0.039% (n = 390,000); also: % is scaled to controls: 0 for no effect and ±100 for the full control effect; nearly all actives have a fitted effect of over 75% in size; some results filed as inactive show a strong effect at the top dose
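MLSMR compounds (23 nl, pin-transferred) preincubated 10 min at room temperature with a 500nM (2x) first reagent, then RGS4 at 900nM (2x) plus Transcreener GDP mix added; fluorescence polarization (620/688 nm) read before and after 90 min at 30 °C.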
HP1b binding inh: HTS for Inhibitors of HP1-beta Chromodomain Interactions with Methylated Histone Tails; actives 0.56% (n = 390,000); Potency, µM (series often up to 114 µM), for inactives: at the highest dose activity change, negative = inhibition, actives largely listed as inhibitors; AlphaScreen HP1-beta / biotin-H3K9me3 peptide binding; AID 540317, 2011; also: nearly all actives have a fitted effect of over 70% in size; inactives centre near 23
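HP1-beta protein (50 nM final) preincubated 30 min at room temperature with biotinylated H3(1-18)K9me3 peptide (50 nM) in PBS pH 7.4, 0.01% Tween-20, then compound added for 30 min. AlphaScreen streptavidin donor/nickel chelate acceptor beads (10 ug/mL final), 30 min dark, luminescence read.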
GLS inh: qHTS for Inhibitors of Glutaminase (GLS) | GLS enzymatic activity, qHTS titration | Potency, µM (top dose mostly 45.5 µM), for inactives: top-dose activity change, negative = inhibition, most hits filed as inhibitors | actives 0.21% (n = 410,000); also: % is scaled to controls: 0 for no effect and ±100 for the full control effect
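Compounds were pin-transferred onto hKGA, after which L-glutamine (1 mM solution) and a detection mix of glutamate oxidase, HRP and Amplex Red were added. Initial and 30 min RT fluorescence reads were collected.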
TrxR1 inh: qHTS Assay for Inhibitors of Mammalian Selenoprotein Thioredoxin Reductase 1 (TrxR1): qHTS; Potency, µM (top dose mostly 114 µM), for the others: at the highest dose activity change, negative = inhibition, most hits filed as inhibitors; actives 1% (n = 390,000); Thioredoxin reductase 1, cytoplasmic (Rattus norvegicus), O89049; recombinant rTrxR1, NADPH fluorescence consumption, selenite substrate; also: % is scaled to controls: 0 for no effect and ±100 for the full control effect; nearly all actives have a fitted effect of over 65% in size
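Rat TrxR1 (90 nM in the dispensed reagent) was pre-reduced with 400 uM NADPH for 5 min at room temperature, then incubated with compound for 15 min. After 400 uM selenite was added, NADPH fluorescence (Ex 340/Em 450 nm) was followed for 8 min.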
JMJD2A Tudor inh: qHTS Assay for Inhibitors of JMJD2A-Tudor Domain | AlphaScreen JMJD2A-Tudor / H3K4me3 peptide binding | AID 504339, 2011 | actives 4.4% (n = 390,000) | Potency, µM (titrated, usually from 114 µM), for the others: top-dose activity change, negative = inhibition, hits mostly inhibitors; also: % is scaled to controls: 0 for no effect and ±100 for the full control effect; nearly all actives have a fitted effect of over 50% in size
Target sequence (O75164 whole entry, looked up, the tested form may be a part): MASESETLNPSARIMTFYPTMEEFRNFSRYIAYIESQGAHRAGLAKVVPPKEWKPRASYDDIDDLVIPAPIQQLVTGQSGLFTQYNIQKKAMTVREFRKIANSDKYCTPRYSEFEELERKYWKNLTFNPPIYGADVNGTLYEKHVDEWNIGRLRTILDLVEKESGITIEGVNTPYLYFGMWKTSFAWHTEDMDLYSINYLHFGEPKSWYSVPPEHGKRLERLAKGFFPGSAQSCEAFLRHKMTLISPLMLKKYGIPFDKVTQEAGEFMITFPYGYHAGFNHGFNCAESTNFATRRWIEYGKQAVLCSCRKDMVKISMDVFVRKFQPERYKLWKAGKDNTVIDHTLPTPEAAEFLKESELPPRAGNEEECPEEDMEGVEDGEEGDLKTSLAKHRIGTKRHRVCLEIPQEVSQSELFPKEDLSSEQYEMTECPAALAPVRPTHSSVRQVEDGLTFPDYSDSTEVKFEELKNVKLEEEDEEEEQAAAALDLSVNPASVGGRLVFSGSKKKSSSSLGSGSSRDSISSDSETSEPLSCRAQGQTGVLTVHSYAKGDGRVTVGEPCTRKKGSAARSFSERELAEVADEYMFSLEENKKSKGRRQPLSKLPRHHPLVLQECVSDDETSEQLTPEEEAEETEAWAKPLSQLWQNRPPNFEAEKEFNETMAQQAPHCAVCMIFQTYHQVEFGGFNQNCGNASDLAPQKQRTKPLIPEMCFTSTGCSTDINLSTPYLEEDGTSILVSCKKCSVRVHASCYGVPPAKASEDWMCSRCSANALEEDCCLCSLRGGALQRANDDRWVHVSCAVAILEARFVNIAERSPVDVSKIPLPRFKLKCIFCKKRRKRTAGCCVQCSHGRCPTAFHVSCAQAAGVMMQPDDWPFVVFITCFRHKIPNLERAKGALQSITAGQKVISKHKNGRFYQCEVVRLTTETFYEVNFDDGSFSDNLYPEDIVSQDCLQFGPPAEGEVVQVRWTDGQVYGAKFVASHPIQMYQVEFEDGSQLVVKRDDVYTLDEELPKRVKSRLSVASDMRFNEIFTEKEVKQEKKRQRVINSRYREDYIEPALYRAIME
Tb PGK inh: qHTS Assay to Find Inhibitors of Phosphoglycerate Kinase; Phosphoglycerate kinase, glycosomal (Trypanosoma brucei brucei), P07378; PGK/GAPDH coupled, Kinase-Glo luminescence, 60 min; Potency, µM (titrated, usually from 57.5 µM), for inactives: top-dose activity change, negative = inhibition, most hits filed as inhibitors; actives 0.043% (n = 380,000); AID 602233, 2012; also: % is scaled to controls: 0 for no effect and ±100 for the full control effect; nearly all actives have a fitted effect of over 60% in size
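Recombinant glycosomal PGK reaction used 1,3-bisphosphoglycerate generated in-well by GAPDH (100nM final) in 100mM TEA pH 7.6, 5mM MgCl2, 0.01% Tween-20. After 60 minutes at room temperature, ATP was read by Kinase-Glo Plus luminescence end-point.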
Pin1 inh: qHTS Assay to Find Inhibitors of Pin1 | Peptidyl-prolyl cis-trans isomerase NIMA-interacting 1 (Homo sapiens), Q13526 | Pin1 FP peptide displacement, HiFluor488, 10 min | Potency, µM (top dose mostly 115 µM), for inactives: top-dose activity, negative = inhibition, actives largely listed as inhibitors | actives 0.009% (n = 390,000) | AID 504891, 2011; active = well fitted inhibition curve with a large enough effect in the polarisation, with a control signal flat, not every such curve was filed as active; inconclusive = small, poorly fitted or top-dose-only effect, or effect the other way, or a change in a side signal; inactive = no such curve, though single readings can be large or run the other way; the % refers to the polarisation; also: % is scaled to controls: 0 for no effect and ±100 for the full control effect
ALOX12 inh: Primary qHTS assay for inhibitors of human arachidonate 12S-lipoxygenase (ALOX12): Round 2 | Polyunsaturated fatty acid lipoxygenase ALOX12 (Homo sapiens), P18054 | purified 12hLO, xylenol orange hydroperoxide absorbance | Potency, µM (top dose mostly 108 µM), for the others: top-dose activity change, negative = inhibition, actives largely listed as inhibitors | actives 1.1% (n = 580,000) | AID 1671190, 2021; also: % is scaled to controls: 0 for no effect and ±100 for the full control effect
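Purified human 12hLO (150 nM final) in 25 mM Hepes, 0.01% Triton X-100, pH 7.0 was preincubated 15 min at room temperature with compound. Then 40 uM arachidonic acid was added, 30 min. Hydroperoxide was read by Fe-XO absorbance ratio 573/405 nm.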
ERG Ets-DNA blk: qHTS for Small Molecule Inhibitors of the ERG Ets/DNA interaction. Transcriptional regulator ERG (Homo sapiens), P11308. fluorescence polarization, His-ERG Ets domain / labelled DNA. Potency, µM (series often up to 76.9 µM), for inactives: at the highest dose FP activity, negative = inhibition, most hits filed as inhibitors. actives 0.028% (n = 370,000); active = well fitted inhibition curve with a large enough effect in the polarisation, with a control signal flat; inconclusive = small, poorly fitted or top-dose-only effect, or effect the other way, or a change in a side signal; inactive = no such curve, though single readings can be large or run the other way; the % refers to the polarisation;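 also: polarization taken with two DNA probes labelled with fluorescein and Texas red; % of control where 0% means no effect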
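His-tagged ERG Ets domain (1 uM in the protein solution; 300mM KCl, 50mM Tris-HCl, 1mM EDTA, 1mM DTT, pH 7.5) received compound, then a probe mix of 5 nM fluorescein-DNA and 100nM Texas-615-DNA. Fluorescence polarization was read for both dyes.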
An asterisk follows results filed as active; i = inactive; ? = inconclusive; . = not tested or not shown; & = joins results of further samples; [ ] = remark or other dose. Unless noted, calls follow the shape of the dose curve; as a rule, active = well fitted curve in the direction sought with a large enough effect; inconclusive = small, poorly fitted or top-dose-only effect, or another doubt; inactive = no such curve, though single readings can be large; an effect the other way counts as inactive or inconclusive. Potency is read from the fitted curve at half-maximal effect. This is a subset, so the mix of outcomes need not match the whole.

| compound | TrxR1 inh | ERG Ets-DNA blk | ALOX12 inh | GLS inh | JMJD2A Tudor inh | RGS4 inh | Pin1 inh | HP1b binding inh | Tb PGK inh |
| --- | --- | --- | --- | --- | --- | --- | --- | --- | --- |
| CSc1ccccc1C(=O)C1CCCN(Cc2ccn[nH]2)C1 (stereo not given) | 13% | 11% | -1% | -1% | -12% | -11% | -2% | 27% | 10% |
| CC1CCCN(C(=O)C2CCC(CNc3c(N4CCCCC4)c(=O)c3=O)CC2)C1 (stereo not given) | 17% | -3% | -9% | 12% | -3%[11.4 µM] | 10%[11.4 µM] | -1% | 58%[activator] | -2% |
| O=C(CCn1c(=O)oc2ccccc21)N1CCC2(CC1)OCCO2 | -12% | 3% | 33%[activator] | -28% | -18% | 23% | -2% | 15% | i |
| O=C1CCN(C(=O)C(Cl)Cl)N1 | 15% | 2% | -14% | 12% | -7% | -5% | -9% | 19% | i |
| O=C(c1cn(Cc2ccccc2F)c2ncccc12)C(F)(F)F | 9%[57.1 µM] | -3% | 13% | -7% | 58%[activator] | 2% | 2% | 160%[activator] | -1% |
| COC(=O)C1=C(c2ccc(S(C)(=O)=O)cc2)C[C@@H]2CC[C@H]1N2C(=O)N1CCC(O)CC1 | 24% | -20% | ? | -6% | -2% | 6% | -3% | 43%[activator] | -5% |
| COc1cc(C)c(CN2CC=C(c3ccc(F)cc3)CC2)cc1C | 8%[57.1 µM] | -3% | -14% | 3% | -4% | -4% | -2% | 29% | -8% |
| O=C1NC(=O)C(=Cc2ccc(-c3ccc(F)cc3O)o2)C(=O)N1 | ? | 3% | ? | 11% | ? | ? | 9% | -16% | -12% |
| Cc1cc(C=O)c(C)n1C1CC1 | 37%[57.1 µM] | 10% | 3% | -5% | -19% | 7% | 0% | -3% | i |
| Cc1c(N=Cc2c(O)n(C)c(=O)[nH]c2=O)c(=O)n(-c2ccccc2)n1C | -3% | -5% | 0% | 6% | -20% | 15% | -3% | 25% | i |
| CC(=O)C1(O)CCC2C3CCC4=C(Cl)C(=O)CCC4(C)C3CCC21C (stereo not given) | 8% | 1% | 5% | 6% | -3% | 9% | -3% | 6% | 6% |
| O=C(O)COc1ccccc1 | 41%[activator] | 5% | 1% | 0%&-4% | -2% | 5% | -10% | 47%[activator] | 2% |
| CCN(CC)C(=O)c1ccc2c(c1)C1C=CCC1C(C(=O)O)N2 (stereo not given) | ? | 0% | ? | 7.1µM* | 11µM* | ? | ? | 28µM* | 18µM* |
| O=C(COC(=O)Cc1ccccc1)Nc1cccnc1Cl | 23% | -4% | 10% | -2% | 1% | 8% | 3% | 34% | i |
| COc1cc2c(cc1O)C[C@H]1NCCc3cc4c(c-2c31)OCO4 | 0% | -11% | ? | -1% | 22µM* | 7% | ? | -2% | -3% |
| O=C(Cc1ccccc1F)N1CCN(CC(=O)N2CCCC2)CC1 | 9%[57.1 µM] | 6% | -7% | -30% | 5% | -8% | 1% | 28% | 3% |
| Cc1ccc(C2C(S(C)(=O)=O)=C(O)C(=O)N2c2ccccc2)cc1 (stereo not given) (tested in a mixture with another compound) | 10%[57.1 µM] | -5% | ? | 12% | ? | 0% | -3% | 4% | -7% |
| CC(C)C(=O)c1cn(Cc2ccccc2C#N)c2ccccc12 | -6% | 9% | 11%&0% | -10% | 15% | -9% | -9% | 76%[activator] | -3% |
| CCN1CCN(CC(=O)c2c(C)n(Cc3ccccc3)c3ccc(OC)cc23)CC1 | ? | -3% | 0% | 55%[activator] | ? | -44%[56.9 µM] | -6% | ? | -1% |
| CCOc1ccccc1NC(=O)N1CCC2(CC1)OCCO2 | 12% | 11% | 5% | -7% | -5% | -28% | -1% | 38% | i |
| Cn1nc(C(F)(F)F)c(-c2ccccc2)c1N | 24%[57.1 µM] | -6% | -25% | -14% | -11% | -9% | 3% | ? | i |
| Cc1cnc(NC(=O)CN2CCCCC2)s1 | 13%[57.1 µM] | 5% | ? | -3% | 0% | -17% | -2% | 40% | 7% |
| Cc1c(C(=O)N2CCC3(CC2)OCCO3)oc2ccccc12 | 6% | 0% | 9% | 1% | -11% | 15% | 0% | 32% | 5% |
| CCc1ccc(OCC(=O)N2CCN(CCc3ccccn3)CC2)cc1 | 17% | 0% | -26% | 17% | -14% | 9% | -11% | 43%[activator] | i |
| N#CCN1CCN(c2ccc(C(F)(F)F)cc2)CC1 | 0% | ? | 0% | 0% | 11% | -2% | ? | 45% | -2% |
| Oc1cccc(Nc2ncnc3sc4c(c23)CCCC4)c1 | 18%[57.1 µM] | -2% | ? | 1% | 89µM* | -19% | 1% | -1%[57 µM] | 0% |
| C[C@]12CCC3C(CC[C@H]4CC(O)CC[C@]34C)C1CC/C2=N/NC(=O)c1ccncc1 (stereo not given in full) | -6% | -6% | 11% | -8% | -4% | -11%[56.9 µM] | 5% | 79%[activator] | 0% |
| O=P(Nc1cccc(F)c1)(Oc1ccccc1F)Oc1ccccc1F | 10% | 2% | ? | 3% | 13% | 22% | ? | 47%[activator] | 0% |
| O=c1[nH]c(=O)n(C2CCCCCC2)c(O)c1C=NCCCN1CCOCC1 | -13%[57.1 µM] | 1% | 0% | 13% | 0% | 36% | -2% | 20% | 3% |
| CCN(CC)c1ccc(CNCCc2ccc(F)cc2)cc1 | 0% | 6% | ? | 10% | ? | 6% | 5% | -17% | 7% |

The closing 2 compounds of the section above lead into the next.
| compound | TrxR1 inh | ERG Ets-DNA blk | ALOX12 inh | GLS inh | JMJD2A Tudor inh | RGS4 inh | Pin1 inh | HP1b binding inh | Tb PGK inh |
| --- | --- | --- | --- | --- | --- | --- | --- | --- | --- |
| O=c1[nH]c(=O)n(C2CCCCCC2)c(O)c1C=NCCCN1CCOCC1 | -13%[57.1 µM] | 1% | 0% | 13% | 0% | 36% | -2% | 20% | 3% |
| CCN(CC)c1ccc(CNCCc2ccc(F)cc2)cc1 | 0% | 6% | ? | 10% | ? | 6% | 5% | -17% | 7% |
| COc1ccc2oc3c(c2c1)NC(=O)CN=C3c1ccccc1 | -3%[57.1 µM] | 15% | 0% | -7% | -12% | -8% | 0% | 38% | i |
| CCC(=NCc1ccco1)c1c(O)n(-c2ccc(C)cc2)c(=O)[nH]c1=O | -8% | 1% | 17% | -4% | -11% | 24% | -1% | 7% | -8% |
| CCOc1ccc(NC(=O)c2cc3c(C)nn(-c4ccccc4)c3s2)cc1 | 43%[activator] | -2% | 9% | -6% | -2% | -12% | 5% | 32% | -5% |
| CC1(C)CC2(CCO1)NCCN1C(=O)CSC12 (stereo not given) | 35%[57.1 µM] | -9% | 1% | 2% | 4% | 10% | 0% | 38% | -7% |
| COc1cc(CCN)ccc1O | 3%&8% | -10% | 2%&8% | 81%[activator] | -7% | -5% | -3% | 61%[activator] | -6% |
| O=C(c1ccc(Cl)cc1)C1CCCN(Cc2cccc3cccnc23)C1 (stereo not given) | 8% | 6% | -28% | 5% | -25% | 10% | 0% | 15% | i |
| Cc1cc(/C=C2\C(=O)NC(=O)N(c3ccc(Br)cc3)C2=O)c(C)n1-c1cc(C(=O)O)cc(C(=O)O)c1 | -15%[57.1 µM] | 11% | ? | 10µM* | 22µM* | -43% | ? | ? | 14µM* |
| CCCCn1c(=O)c(C(=O)Nc2ccc(C)cn2)c(O)c2ccccc21 | 12% | -5% | . | 13% | 3% | 14% | -15% | 34% | -4% |
| COC(=O)C1=C(c2ccc(OC(F)(F)F)cc2)C[C@@H]2CC[C@H]1N2C(=O)NC1CC1 | 5% | 1% | 18% | 14% | -16% | 4% | 1% | 32% | 0% |
| COc1ccc(CN2C(=O)NC(=O)/C(=C\c3cc(OC)c(OC)c(OC)c3)C2=O)cc1 | ? | 5% | ? | -1% | 50µM* | ? | 9% | -24% | -11% |
| CCCCn1c(O)c(C(CC)=NCc2ccco2)c(=O)[nH]c1=O | -10% | -2% | 25% | 0% | -19% | -15% | -1% | 22% | -1% |
| COC(=O)C1=C(c2ccc(-c3ccccc3)c(F)c2)C[C@@H]2CC[C@H]1N2C(=O)NCC1CC1 | 10% | -1% | 0% | 3% | -23% | 21% | 12% | 19% | 1% |
| CCCCn1c(O)c(C(C)=NCCCn2ccnc2)c(=O)[nH]c1=O | -15% | 1% | -11% | 3% | -5% | 9% | 1% | 26% | -8% |
| COC(=O)C1=C(c2cccc(OCc3ccccc3)c2)C[C@@H]2CC[C@H]1N2C(=O)NCc1ccccc1 | 22% | -4% | 1% | -8% | -27% | 20% | 10% | 20% | 0% |
| CC(=NCC1CCCO1)c1c(O)n(C)c(=O)n(C)c1=O (stereo not given) | -8% | 0% | -24% | -1% | 4% | 3% | -4% | 33% | -2% |
